TRPV1 ag: agonists of human vanilloid receptor 1 (TRPV1). Q8NER1. TRPV1-expressing cells, Fluo-8 calcium influx, agonist mode. activation, % at 8.33 µM. hit rate 0.19% among 320,000. AID 540275; in the data active = activation above about 80%; inconclusive = between about 30% and that limit; also: 0% is about no effect
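TRPV1-expressing cells were cultured overnight at 35.5C and loaded with Fluo-8 calcium dye for 40 to 90 min at room temperature. After a 10 s baseline, compound was added and calcium influx was read kinetically for 3 min (ex 480/em 520 nm).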
Tb PFK block: inhibitors of T. brucei phosphofructokinase; hit rate 0.17% among 330,000; T. brucei PFK, ADP-Glo luminescence; O15648; Potency, µM (titrated, usually from 57.5 µM), inactives show at the highest dose activity, negative = inhibition, hits mostly inhibitors;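 also: potency is read from the fitted curve at half-maximal effect; 0% = uninhibited 1x PFK enzyme wells and -100% = no-enzyme wells; nearly all actives have a fitted effect of over 60% in size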
Target sequence (O15648 whole entry, looked up): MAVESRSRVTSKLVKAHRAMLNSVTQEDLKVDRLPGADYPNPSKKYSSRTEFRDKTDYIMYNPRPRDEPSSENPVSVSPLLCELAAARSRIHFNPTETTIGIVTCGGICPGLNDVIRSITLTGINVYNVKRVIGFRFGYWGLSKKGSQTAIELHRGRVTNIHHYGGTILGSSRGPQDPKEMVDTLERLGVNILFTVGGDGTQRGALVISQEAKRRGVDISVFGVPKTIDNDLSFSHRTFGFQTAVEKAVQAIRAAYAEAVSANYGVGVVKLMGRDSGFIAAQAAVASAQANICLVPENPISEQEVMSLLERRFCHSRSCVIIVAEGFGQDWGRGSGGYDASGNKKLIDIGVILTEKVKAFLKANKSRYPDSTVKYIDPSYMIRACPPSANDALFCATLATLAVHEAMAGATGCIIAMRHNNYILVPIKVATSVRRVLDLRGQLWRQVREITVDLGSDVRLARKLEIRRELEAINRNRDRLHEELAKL
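In TEA buffer at pH 8.0 with 5 mM MgCl2, enzyme (1.25 nM) converted F6P (0.5 mM) and ATP (0.1 mM) for 45 min at room temperature. ADP product was read by luciferase luminescence.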
BRCA1 expr up: increases BRCA1 expression; MCF7-BRCA1-FFLuc reporter, luminescence, 48 h; response scale: scaled: vehicle 0%, 10 µM genistein 100%; Potency, µM (series often up to 46.1 µM), without a hit: at the highest dose activation, hits mostly activators; hit rate 1.1% among 380,000; AID 624202; also: potency is read from the fitted curve at half-maximal effect; nearly all actives have a fitted effect of over 80% in size; some results filed as inactive show a strong effect at the top dose
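First, MCF7-BRCA1-FFLuc cells (2000/well) attach for 2 h; next, compounds are pin-added and incubated 48 h at 37 °C; finally, luciferase reagent is added and luminescence read after 15 min.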
RORgamma inh: inhibitors of mouse ROR gamma transcriptional activity | Potency, µM (top dose mostly 53.6 µM), inactives show at the top dose activity change, negative = inhibition, hits mostly inhibitors | Drosophila S2 Gal4-RORgamma UAS-luciferase reporter, 20 h | AID 2551 | P51450 | hit rate 5.4% among 310,000; also: potency is read from the fitted curve at half-maximal effect; % is scaled to controls: 0 for no effect and ±100 for the full control effect; nearly all actives have a fitted effect of over 60% in size
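ROR gamma transcriptional activity was tracked as Gal4-UAS luciferase output in stably transfected Drosophila Schneider cells, with compound added 1 hr before 700 uM copper sulfate induction and a 20 hr ambient-temperature incubation.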
Gal4-VP16 FLuc: counter-screen for ROR gamma inhibitors: Gal4-VP16 reporter; hit rate 3.5% among 310,000; Potency, µM (doses to about 53.6 µM), without a hit: top-dose activity, negative = inhibition, most hits filed as inhibitors; Drosophila S2 Gal4-VP16 UAS-luciferase, luminescence, 20 h; AID 2546;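 also: Gal4-VP16 expression switched on by copper sulfate through the metallothionein promoter; potency is read from the fitted curve at half-maximal effect; % is scaled to controls: 0 for no effect and ±100 for the full control effect; nearly all actives have a fitted effect of over 50% in size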
FLuc modulator: firefly luciferase modulation, counter-screen for miR-21 project. P08659. purified FLuc, Km substrates, luminescence inhibition. Potency, µM (titrated, usually from 57.5 µM), inactives show at the highest dose activity change, negative = inhibition, actives largely listed as inhibitors. hit rate 6.9% among 360,000. AID 588342;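 also: potency is read from the fitted curve at half-maximal effect; plate controls were vehicle for no effect and reference inhibitor for full effect; nearly all actives have a fitted effect of over 55% in size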
Target sequence (P08659 whole entry, looked up): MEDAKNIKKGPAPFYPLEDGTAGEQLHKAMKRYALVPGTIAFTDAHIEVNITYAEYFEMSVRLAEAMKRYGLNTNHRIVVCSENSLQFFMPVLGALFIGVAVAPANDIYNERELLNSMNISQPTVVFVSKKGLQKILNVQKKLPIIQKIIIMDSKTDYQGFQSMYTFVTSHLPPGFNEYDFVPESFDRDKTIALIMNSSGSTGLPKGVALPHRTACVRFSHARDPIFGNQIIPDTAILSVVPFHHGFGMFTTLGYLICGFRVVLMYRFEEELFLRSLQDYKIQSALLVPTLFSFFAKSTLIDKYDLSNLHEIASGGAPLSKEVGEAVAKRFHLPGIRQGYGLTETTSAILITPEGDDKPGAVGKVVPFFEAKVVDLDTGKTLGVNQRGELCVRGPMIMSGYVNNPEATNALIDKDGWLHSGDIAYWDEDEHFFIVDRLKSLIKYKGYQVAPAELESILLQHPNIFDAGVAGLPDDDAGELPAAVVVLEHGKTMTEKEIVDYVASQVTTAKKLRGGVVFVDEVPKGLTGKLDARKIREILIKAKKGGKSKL
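Biochemical qHTS of compounds, final roughly 60 µM downward over six points, against 10 nM purified firefly luciferase using Km concentrations of substrates (10 uM D-luciferin, 10 uM ATP) in Tris acetate pH 7.5 buffer; luminescence output.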
ELG1 repair inh: ELG1-dependent DNA repair inhibition. hit rate 2.3% among 330,000. HEK293T ELG1-luciferase reporter, luminescence, 16 h; DNA damage induced by 5-fluorouridine. AID 504467. Potency, µM (highest dose often 46.1 µM), for inactives: at the top dose activity change, negative = inhibition, most hits filed as inhibitors; also: potency is read from the fitted curve at half-maximal effect; % is scaled to controls: 0 for no effect and ±100 for the full control effect; nearly all actives have a fitted effect of over 55% in size
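Cells (2,000 per well) received 5-fluorouridine plus test compound or DMSO and were incubated 16 hr at 37 °C, 5% CO2. Luciferase activity was read by luminescence 30 min after ONE-Glo addition; signal suppression marked inhibition of damage-induced ELG1 function.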
p53 reactivator: restores transcriptional activity of mutant p53. H1299 p53-A138V BP100-luciferase reporter, luminescence, 24 h. Potency, µM (series often up to 92.2 µM), for inactives: top-dose activity change, positive = activation, most hits filed as activators. hit rate 0.063% among 320,000; also: potency is read from the fitted curve at half-maximal effect; % of control where 0% means no effect; nearly all actives have a fitted effect of over 45% in size
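H1299 (p53-null), stable ts p53-A138V + BP100-Luc; 1000 cells/well, Opti-MEM/10% FBS; cpd 4 pt, 1:5; 24 h, 37 deg C, 5% CO2; detection reagent 10 min RT; luminescence.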
NPC1 prom act: activators of NPC1 promoter; AID 485313; hit rate 2.4% among 320,000; Potency, µM (titrated, usually from 9.22 µM), without a hit: at the top dose activation, hits mostly activators; Huh7 NPC1 promoter luciferase reporter, 24 h;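 also: potency is read from the fitted curve at half-maximal effect; % of control where 0% means no effect; nearly all actives have a fitted effect of over 60% in size; reporter is driven by a mutant NPC1 promoter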
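Huh7 cells stably carrying NPC1 promoter–luciferase, plated in Opti-MEM with 10% FBS for 2 h, were exposed to compound in DMSO for 24 h at 37 °C; luciferase reagent was added for 10 min and luminescence read.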
Rab9 prom act: activators of Rab9 promoter; Huh7 Rab9 promoter-luciferase reporter, luminescence, 24 h; Potency, µM (series often up to 9.22 µM), for inactives: at the highest dose activation, negative = inhibition, hits mostly activators; hit rate 2.8% among 320,000; AID 485297; also: potency is read from the fitted curve at half-maximal effect; % of control where 0% means no effect; nearly all actives have a fitted effect of over 60% in size
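Cells were plated at 1500 per well in reduced-serum medium with 10% FBS and left 2 h. Compound in DMSO was then added for 24 h at 37 °C. Reporter signal was read by luminescence after 10 min with luciferase detection reagent.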
ELG1 genotox: induces genotoxicity in HEK293T cells with luciferase-tagged ELG1. HEK293T ELG1-luciferase reporter, luminescence, 16 h. hit rate 1.3% among 330,000. Potency, µM (top dose mostly 46 µM), for inactives: at the highest dose activity change, positive = activation, actives largely listed as activators; also: potency is read from the fitted curve at half-maximal effect; % of control where 0% means no effect; nearly all actives have a fitted effect of over 60% in size
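Genotoxic stress is detected as increased luminescence from luciferase-tagged ELG1 in HEK293T cells, measured with ONE-Glo after a 16 hr treatment at 37 °C.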
* = called active by the depositor; ? = inconclusive; . = not tested or not shown; & = joins results of further samples; [ ] = dose if it differs, or a comment. Unless noted, calls follow the shape of the dose curve; as a rule, active = well fitted curve in the direction sought with a large enough effect; inconclusive = small, poorly fitted or top-dose-only effect, or another doubt; inactive = no such curve, though single readings can be large; an effect the other way counts as inactive or inconclusive. The list is partial, so the mix of outcomes need not match the whole.

Order of values: TRPV1 ag	Tb PFK block	BRCA1 expr up	RORgamma inh	Gal4-VP16 FLuc	FLuc modulator	ELG1 repair inh	p53 reactivator	NPC1 prom act	Rab9 prom act	ELG1 genotox
Cc1cccc(C(=O)OCc2cc3ccccc3[nH]c2=O)c1
  3.0	3.5%	-11.0%	?	5.9%	0.2%	-2.8%	6.6%	-0.8%	-3.3%	-1.2%
c1ccc(C2CC2)c(OCC2=NCCN2)c1
  0.2	-8.7%	10.2%	-17.5%&21.5%	-5.3%&20.0%	-2.3%	7.0%	-2.4%	1.9%[46.1 µM]	-4.6%[46.1 µM]	-7.2%
CCOc1cc2c(cc1OCC)-n1cccc1C(c1ccc(F)c(OC)c1)NC2 (stereo not given)
  21.3	-6.5%	-23.4%	-3.4%	-1.3%	0.8%	?	4.0%	3.5%	-7.1%	0.4%
O=c1[nH]c(=O)n(Cc2ccccc2Cl)c(O)c1/C=C1/C=CC=N1
  3.6	8.0%	-30.4%	49.2%	-6.4%	-3.2%	-13.1%	-7.4%	-13.0%	-16.9%	?
Cc1cccc(CN2CCCC(C(=O)c3ccc4c(c3)OCO4)C2)n1 (stereo not given)
  9.2	-2.9%	.	3.16µM*	12.6µM*	-2.1%	3.6%	0.8%	-1.0%	-14.0%	-0.2%
CCn1c(O)c(C=NCc2ccccc2)c(=O)[nH]c1=S
  1.6	0.4%	6.6%	0.1%	-1.1%	-1.0%	-16.4%	-3.6%	-0.7%	-3.5%	-6.0%
CC(=O)C1CCC2C3CCC4CC(O)CCC4(C)C3CCC12C (stereo not given)
  2.2	4.6%	-19.2%	.	.	0.6%	0.4%	1.6%	-4.3%	-3.3%	?
Cc1ccc(S(=O)(=O)Oc2ccccc2C=C2C(=O)N(C)C(=O)N(C)C2=O)cc1
  3.1	10.1%	25.3%	.	.	?	?	.	0.9%	7.8%	1.8%
COC(=O)C(O)(c1c[nH]c2ccccc12)C(F)(F)F (stereo not given)
  .	-0.5%	7.5%	6.9%	-5.7%	-2.9%	1.0%	-1.7%	-1.5%	-2.4%	-0.2%
Cc1ccc(OP(=O)(NCc2ccccc2)Oc2ccc(C)cc2)cc1
  ?	0.2%	-46.8%	47.6%	-2.4%	2.4%	-11.6%	6.1%	1.0%	-12.6%	-6.2%
O=c1[nH]c(=O)n(-c2ccccc2Cl)c(O)c1C=NCCN1CCCCC1
  0.3	-6.4%	3.2%	2.3%	4.2%	-0.1%	3.3%	-1.0%	1.9%	-6.5%	-5.0%
O=[N+]([O-])c1ccc2nc(CCCc3nc4ccc([N+](=O)[O-])cc4[nH]3)[nH]c2c1
  1.3	-2.7%	-1.3%	?	-1.8%	?	11.6%	-3.4%	2.7%	7.2%	3.4%
COC(=O)C(O)(c1ccc(NC(=O)c2ccco2)c(OC)c1)C(F)(F)F (stereo not given)
  -1.0	2.4%	1.8%	28.2%	27.2%	2.9%	1.9%	-2.6%	15.2%	2.4%	2.6%
CCN(CC)c1ccc(C=C2C(=O)N(C)C(=S)N(C)C2=O)o1
  12.5	-12.7%	17.2%	38.8%	-5.8%	?	?	14.5%	14.1%	?	?
COc1cc(C(=O)Nc2ccc(Br)cc2C(=O)c2ccccc2)cc(OC)c1OC
  4.2	-8.5%	0.8%	-4.7%	3.1%	1.2%	-15.8%	-0.3%	1.3%	0.0%	1.6%
NCCc1ccc(S(N)(=O)=O)cc1
  1.7	-2.0%	-6.9%	-6.3%	0.7%	0.0%	-3.2%	-2.3%	-1.9%	10.7%	1.4%
COc1cc2c3cc1Oc1cc(ccc1O)C[C@@H]1c4c(cc(OC)c(O)c4Oc4cccc(c4)C[C@@H]3N(C)CC2)CC[N+]1(C)C
  -0.8	-6.0%	-28.5%	.	.	-1.7%	7.9%	1.5%	-2.8%	-1.3%	-5.8%
CSc1ccccc1C(=O)C1CCCN(Cc2ccccn2)C1 (stereo not given)
  0.3	-3.0%	-0.3%	11.2µM*	-23.4%	-3.5%	3.6%	-2.4%	0.6%	-11.5%	-2.7%
O=C(COc1ccc(S(=O)(=O)N2CCOCC2)cc1)N1CCN(Cc2ccc3c(c2)OCO3)CC1
  5.1	-0.1%	-47.7%	15.3%	?	4.9%	?	18.5%	-2.6%	-1.9%	-12.5%
COC(=O)C1=C(c2c(C)noc2C)C[C@@H]2CC[C@H]1N2C(=O)NCCOc1ccccc1Cl
  17.4	-1.5%	0.0%	.	.	3.4%	?	3.0%	-4.2%	-4.7%	4.8%
CCOC(=O)c1c(C)n(C(C)C)c2ccc(OC(=O)c3ccc(N4C(=O)CCC4=O)cc3)cc12
  1.8	-3.0%	-16.5%	35.0%	-25.9%	?	?	-7.1%	-2.6%	-11.2%	1.7%
COc1ccc(CCN)cc1OC
  -2.6	-16.3%	1.5%	-1.4%	-8.4%	0.4%	12.8%	?	0.6%	-2.5%	-1.2%
Cc1ccc(C2(O)CC(C)N(C)CC2C)cc1 (stereo not given)
  1.0	4.2%	-2.1%	3.4%	-3.1%	-0.3%	21.2%	6.2%	-4.1%	2.6%	1.8%
Cc1ccc(Cn2ccc(NC(=O)c3cc(-c4ccco4)on3)n2)cc1
  8.6	1.3%	5.5%	14.4%	1.4%	?	8.4%	11.5%	0.5%	-1.0%	0.4%
CCCCn1c(O)c(C(CC)=NCCCn2ccnc2)c(=O)[nH]c1=O
  3.9	-4.8%	-13.9%	-16.8%	-2.8%	-1.0%	-17.4%	-4.2%	1.9%	-0.9%	0.0%
NC(=O)C1CCN(C(=O)CCn2c(=O)oc3ccccc32)CC1
  0.6	-5.2%	-5.3%	.	.	-2.2%	?	9.7%	-4.6%	-6.2%	1.5%
O=C(Cc1ccccc1)NC(Cc1ccc(Cl)cc1)C(=O)O (stereo not given)
  3.5	0.0%	0.0%	4.2%	-2.7%	6.0%	-7.1%	0.5%	-0.9%	-9.7%	0.2%
CC(C)OC(=O)C1C2c3ccccc3C(c3ccccc32)C1C(=O)O (stereo not given)
  0.0	-0.8%	-12.8%	5.3%	-4.0%	-0.3%	0.7%	-0.9%	-7.2%	-3.4%	-6.6%
C1CCC2S[C@H]3CCCCC3NC2C1 (stereo not given in full)
  -2.7	2.9%	-17.8%	26.0%	6.5%	-2.2%	0.0%	-0.7%	-0.4%	1.0%	0.9%
CCCOP(=O)(c1ccc(N(C)C)cc1)C(O)c1ccc(Cl)cc1Cl (stereo not given)
  ?	-0.1%	-12.4%	-1.6%	3.8%	1.6%	?	-3.3%	-1.2%	-7.6%	-2.7%
CCC(=NCC1CCCO1)c1c(O)n(-c2ccc(Cl)cc2)c(=O)[nH]c1=O (stereo not given)
  -2.6	0.3%	-5.0%	12.5%	-3.2%	3.8%	-11.5%	-3.9%	-0.7%	-3.5%	2.6%
COc1ccc(C=C2C(=O)N(C)C(=O)N(C)C2=O)cc1COc1ccc(NC(C)=O)cc1
  0.3	1.7%	-21.4%	21.1%	4.4%	?	-9.3%	5.9%	-6.8%	-2.8%	0.6%
CC(C)NC(=O)Cn1cc(C(=O)c2ccccc2)c2ccccc21
  -0.8	2.0%	25.6%	3.2%	-6.6%	2.2%	0.7%	15.6%	-6.2%	-0.6%	-1.1%
CC(Cc1cccs1)NCc1ccc(Cl)cc1 (stereo not given)
  3.9	-2.4%	-10.3%	-9.0%	-18.8%	3.1%	-3.1%	3.0%	-2.7%	-5.9%	-0.3%
O=c1c2ccccc2nc(-c2ccco2)n1-c1cccnc1
  0.2	1.6%	2.6%	22.2%	-0.2%	3.4%	1.0%	-6.6%	-1.4%	3.3%	-7.3%
